# PNC assembly inh: perinucleolar compartment assembly inhibition. PC3M PTB-GFP, PNC prevalence imaging, 16 h; active compounds read low. activity change (PNC), negative = inhibition, % at 10 µM. 3.1% of 140,000 active;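 active means readout at or below -70, meaning at least 70% loss of cells showing the perinucleolar compartment, a nuclear body marking cancer cells; inconclusive means readout between -30 and a set limit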;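 further: plate controls were DMSO wells for no effect and camptothecin positive control wells for full effect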
#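 Compounds are pinned in duplicate onto adhered PC3M cells stably expressing GFP-tagged PTB and incubated 16 h at 37 C. Cells are then fixed, nuclei stained with Hoechst, and PNC-positive cells counted.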
# 12-hLO inh: 12-hLO (ALOX12) enzyme inhibition. P18054. purified 12-hLO, xylenol orange hydroperoxide absorbance. Potency, µM (top dose mostly 57.1 µM), for inactives: at the highest dose activity change, negative = inhibition, usual class: inhibitors. 0.12% of 150,000 active. AID 1452; further: potency means the concentration at half of the fitted maximal effect; nearly all actives have a fitted effect of over 55% in size; many of its hits are not listed in these tables
# Target sequence (P18054 whole entry, looked up): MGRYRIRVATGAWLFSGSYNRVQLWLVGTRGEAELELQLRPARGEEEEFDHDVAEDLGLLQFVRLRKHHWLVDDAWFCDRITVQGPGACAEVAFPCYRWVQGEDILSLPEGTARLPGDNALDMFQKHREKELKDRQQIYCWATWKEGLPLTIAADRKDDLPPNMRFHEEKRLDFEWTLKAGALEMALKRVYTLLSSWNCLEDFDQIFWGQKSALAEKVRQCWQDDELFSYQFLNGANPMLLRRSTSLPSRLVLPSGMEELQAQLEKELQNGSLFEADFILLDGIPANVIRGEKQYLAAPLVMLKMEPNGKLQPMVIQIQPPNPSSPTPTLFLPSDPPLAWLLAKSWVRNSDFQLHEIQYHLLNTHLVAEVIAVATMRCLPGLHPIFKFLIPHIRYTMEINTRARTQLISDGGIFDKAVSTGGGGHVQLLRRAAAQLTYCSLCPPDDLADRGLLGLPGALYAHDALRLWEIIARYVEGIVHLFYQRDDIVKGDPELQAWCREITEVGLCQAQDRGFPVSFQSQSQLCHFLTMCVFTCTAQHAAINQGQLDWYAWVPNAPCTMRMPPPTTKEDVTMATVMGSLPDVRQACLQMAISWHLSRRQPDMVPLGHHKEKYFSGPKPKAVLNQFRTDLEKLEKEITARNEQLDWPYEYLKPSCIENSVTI
#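 Xylenol orange chromogenic assay: hydroperoxide from 12hLO oxidises Fe(II), giving red-shifted Fe(III)-XO absorbance. Conditions: 150 nM enzyme, 40 uM arachidonic acid, 25 mM Hepes pH 7.0, 0.01% Triton X-100, 30 min, room temperature.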
# 15-hLO-2 inh: inhibitors of human 15-lipoxygenase 2 (ALOX15B) | 0.56% of 110,000 active | AID 881 | O15296 | purified 15hLO-2, xylenol orange hydroperoxide absorbance | Potency, µM (highest dose often 57.1 µM), inactives show at the top dose activity change, negative = inhibition, actives largely listed as inhibitors; further: potency means the concentration at half of the fitted maximal effect; nearly all actives have a fitted effect of over 60% in size; many of its hits are not listed in these tables
#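 Enzyme 50 nM, AA 45 uM, 25 mM Hepes pH 7.5 + 0.01% Triton X-100; cpd preinc 15 min RT, rxn 90 min RT; stop/detect with 200 uM XO + 300 uM Fe(II) in 50 mM H2SO4, 30 min; A573/A405.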
# IMPase cell inh: membrane-permeable compound that blocks inositol monophosphatase | AID 901 | CHO-M1 cells, IP1 accumulation, HTRF TR-FRET ratio | P97697 | 120,000 tested, under 10 active | inhibition (IP1 accumulation), % at 46.1 µM; active means well fitted curve in the direction sought with a large enough effect in the signal ratio, not every such curve was filed as active; inconclusive means small, poorly fitted or top-dose-only effect, or a change in a side signal; inactive means no such curve, though single readings can be large or run the other way; the % refers to the signal ratio;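 further: cells stimulated with carbachol in lithium chloride buffer; plate controls were DMSO basal wells for no effect and reference inhibitor wells for full effect; higher means more IMPase inhibition seen as more IP1 and lower FRET ratio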
# Target sequence (P97697 whole entry, looked up): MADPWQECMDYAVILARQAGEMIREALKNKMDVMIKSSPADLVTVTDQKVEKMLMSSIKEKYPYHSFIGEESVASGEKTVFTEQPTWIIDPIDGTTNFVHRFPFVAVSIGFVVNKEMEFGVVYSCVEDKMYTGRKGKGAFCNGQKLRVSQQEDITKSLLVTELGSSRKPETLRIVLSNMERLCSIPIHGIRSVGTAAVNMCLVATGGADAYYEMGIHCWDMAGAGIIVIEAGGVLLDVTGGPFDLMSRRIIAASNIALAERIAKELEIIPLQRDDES
#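 CHO-M1 cells (CHO stably expressing M1 receptor), compound up to 46 uM final, stimulated with carbachol (50 uM as added) in buffer with 50mM LiCl, pH 7.4, 30 min at 37C. Cytosolic IP1 read by TR-FRET; AC50 from Hill fits.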
# Numbers without * were called inactive; ? = inconclusive; . = not tested or not shown; & = joins results of further samples; [ ] = remark or other dose. Unless noted, the call rests on the fitted dose curve; in most records, active means well fitted curve in the direction sought with a large enough effect; inconclusive means small, poorly fitted or top-dose-only effect, or another doubt; inactive means no such curve, though single readings can be large; an effect the other way counts as inactive or inconclusive. Unless noted, on the % scale 0 is the no-effect control and ±100 the full control effect. The list is partial; the hit share may differ from the screen's.
mol	12-hLO inh	IMPase cell inh	15-hLO-2 inh	PNC assembly inh
CON(C)c1nc(OCCNC(=O)OCc2ccc(Cl)cc2C)nc(N(C)C)n1	2%	3	.	-7
c1ccc(-c2cc(-c3nnc4sc(-c5ccccn5)nn34)[nH]n2)cc1	-1%	21	1%	11
N=c1nc(N)nc2n1NC(c1ccc(F)cc1)=CS2	-2%	1	19%	15
Cc1ccccc1NC(=O)c1cccc(C(F)(F)F)c1	0%	.	.	-18
CC1(C)C(=O)C2(C(=O)NCc3ccccc3)CCC1C2 (stereo not given)	2%	16	-2%	?
CCOC(=O)c1cc2n(n1)C(C(F)(F)C(F)(F)F)CC(C)N2 (stereo not given)	2%	-1	-1%	-2
O=C(CCS(=O)(=O)Cc1ccc(Cl)cc1)NCCCN1CCN(c2ccccc2F)CC1	4%	7	37%[activator]	-28
Cc1cc(NC(=O)CN2C(=O)S/C(=C\c3ccccc3)C2=O)no1	-3%	-1	.	43
C=CCOC(=O)C1=C(C)NC(SCC(N)=O)=C(C#N)C1c1cccs1 (stereo not given)	-5%	.	.	29
CN(C)C(=O)c1ccc(-c2nc(N(C)Cc3ccco3)c3ccccc3n2)cc1	-2%	.	5%	.
Cc1ccc(C(=O)n2nnc3ccccc32)cc1[N+](=O)[O-]	10%	2	.	184
O=C(CN1C(=O)/C(=C\c2cccc(F)c2)Oc2ccccc21)N1CCN(c2ccccn2)CC1	0%	.	.	0
Cn1cnc([N+](=O)[O-])c1Oc1cccc2ccccc12	1%	.	.	29
N#Cc1c(Nc2ccccc2)c(C=NCCN2CCOCC2)c[nH]c1=O	1%	4	-3%	20
CCOc1ccc(NC(=O)c2ccc(C#CC(C)(C)O)cc2)cc1	-2%	0	-2%	-24
O=C(NCc1ccc2c(c1)OCO2)C1CCN(c2ncccn2)CC1	-6%	8	-6%	23
CN1CCN(CP(=O)(N2CCOCC2)N2CCOCC2)CC1	-2%	-12	4%	-22
O=C(NCC(=O)N(CC1CCCO1)C(C(=O)NC1CCCC1)c1ccc(F)cc1)c1ccco1 (stereo not given)	7%	2	-5%	10
COC(=O)C1=C(C)NC(C)=C(C(=O)OC)C1c1cn(-c2ccccc2)nc1-c1ccco1	-19%	-6	-18%	16
Cc1cc(C)n2[nH]c(=O)c(N=Nc3ccccc3)c2n1	-12%	17	?	-4
CNC[C@H](O)c1ccc(O)c(O)c1	-2%[0.00818 µM]	-2&-6&5	75%[activator][0.0915 µM]	7
O=C(NCc1cc(Br)cc(Br)c1OC(=O)c1ccccc1[N+](=O)[O-])c1ccccc1	-1%	-1	.	-26
CC(Sc1nc2ccccc2c(=O)n1Cc1ccco1)C(=O)c1ccccc1 (stereo not given)	-7%	0	0%	?
CC(=O)N(O)CCCCCNC(=O)CCC(=O)N(O)CCCCCNC(=O)CCC(=O)N(O)CCCCCN	-3%	-8[20.6 µM]	-9%	38
Cc1cc(C)c2nc(SCC(=O)NCCC3=CCCCC3)cc(C)c2c1	0%	-24	.	?
CCCCCc1c(C)nc(N2CCOCC2)[nH]c1=O	-1%	-7	2%	6
Cc1cccc2cc(COC(=O)c3ccccc3)c(=O)[nH]c12	-3%	2	-1%	21
O=S(=O)(c1ccc(Cl)cc1)c1cnc(-c2cccnc2)nc1-c1ccccc1	5%	4	1%	55
Cc1cccc(CNc2ncnc3ccc(-c4ccccc4C#N)cc23)c1	1%	.	2%	.
O=C(CCCSc1nc2ccccc2[nH]1)NC1=NCCS1	-4%	3	3%	-16
COc1ccc(C(C)=O)cc1CSc1nnc(Nc2ccc(C)cc2C)s1	-11%	4	.	-14
N[C@@](CCc1ccccc1)(C(=O)O)c1ccccc1	2%[11.4 µM]	.	-9%[11.4 µM]	.
C/C(N)=C(/C#N)C(=O)CSc1nc2ccccc2c(=O)n1CCCO	-2%	.	.	?
O=C(NCCCN1CCOCC1)c1cccnc1	4%	.	.	-4
COC(=O)c1scc(C)c1N/N=C(\C)c1cc(F)c(Cl)cc1F	9%	-4	-10%	?
O=C(Nc1ccccc1)N(Cc1ccccc1)CC(O)C(F)(F)F (stereo not given)	-2%	4	-6%	83
CCCc1nnc2c(N(C)S(=O)(=O)c3ccccc3)nc3ccccc3n12	-6%	.	.	?
CCn1nc(NC(=O)c2ccccn2)c2cc3cc(C)ccc3nc21	-10%	8	-2%	-11
Cc1ccc(-c2nnc(-n3ncc(C#N)c3N)c3ccccc23)cc1C	4%	4	.	?
Cc1ccc(OCC(=O)NNC(=O)C(=O)N2CCCC2)c(C)c1	0%	.	.	?
CCn1c(CNc2ccc(C)cc2C)nnc1SCC(=O)N1CCCc2ccccc21	-11%	-7	-7%	-14
CCc1ccccc1NS(=O)(=O)c1ccc2[nH]cc(C(=O)NC3CCCC3)c(=O)c2c1	-5%	.	.	21
CCOc1ccccc1N1CCN(C(=O)c2cc3c(s2)CCC3)CC1	-3%	8	1%	28
O=C(OCCN1C(=O)c2ccccc2C1=O)c1cc(=O)[nH]c2ccccc12	3%	1	3%	?
O=C(Nc1nc(-c2ccccc2)cs1)c1ccc2c(c1)S(=O)(=O)c1ccccc1C2=O	0%	.	.	29
COc1nc(C)nc2c1sc1nc3c(cc12)COC(C)(C)C3	10%	4	1%	28
COc1cc(NS(=O)(=O)c2ccc(Br)s2)cc(OC)c1	-8%	5	-14%	-28
CCC(c1nnnn1CCOC)N(Cc1cc2cc(C)c(C)cc2[nH]c1=O)CC1CCCO1 (stereo not given)	1%	-2	1%	23
Cc1cc(C)n(-c2nc3ccccc3c(=O)n2OCC(N)=O)n1	2%	4	3%	?
Cc1ccc(-n2c(SCC(=O)Nc3ncc(Cl)cc3Cl)nc3ccccc32)cc1	-4%	.	.	-115*
Cc1cc(C)c(C#N)c(SC(F)F)n1	1%	0	?	7
COc1ccc(-c2nc3ccccc3n2CCC(C)C)cc1OC	-1%	3	46%[activator]	-13
CCCc1[nH]nc2c1C1(CCN(C(=O)OCc3ccccc3)CC1)C(C#N)=C(N)O2	0%	3	.	9
Cc1ccc(N(C)S(=O)(=O)c2cccc(C(=O)NC3=NCCS3)c2)cc1	0%	4	7%	54
COc1ccc(Cc2nnc(NC(=O)c3ccco3)s2)cc1OC	-2%	-12	0%	-26
CCC1CCCCN1C(=O)c1cc(-c2ccc(Cl)c(Cl)c2)on1 (stereo not given)	-3%	-12	.	-20
CCOc1ccc(NS(=O)(=O)c2ccc(N)cc2)cc1	-4%	1	-6%	25
CCNC(=O)C12CCC(C)(C(=O)C1Br)C2(C)C (stereo not given)	-6%	.	.	32
Cc1nnc(SCC(=O)Nc2cccc(C(F)(F)F)c2)[nH]c1=O	-2%	-1	-10%	29
COc1ccc(Br)cc1C1NC(=O)NC(C)=C1C(=O)N(C)C (stereo not given)	-6%	-2	-1%	?

# Next part:
mol	12-hLO inh	IMPase cell inh	15-hLO-2 inh	PNC assembly inh
COc1ccc(/C=N/Nc2cc(C)nc(-n3nc(C)cc3C)n2)cc1	1%	.	.	-1
COc1cc(C)nc(Oc2ccc(OCc3ccccc3)nn2)n1	4%	0	-6%	24
COc1ccc(CCNC(=O)COc2ccc(S(=O)(=O)NC(C)C)cc2Cl)cc1OC	5%	0	0%	38
Cc1ccc2[nH]c(=O)c(COC(=O)C3CCCO3)cc2c1 (stereo not given)	-2%	10	2%	4
COC(=O)C1=C(C)NC(C)=C(C(=O)OC)C1/C=C/c1ccccc1	-4%	10	-1%	11
COC(=O)C1=C(C)N2C(=O)CSC2=NC1c1ccc2c(c1)OCO2 (stereo not given)	-5%	0	-4%	-15
N#C/C(=C/c1ccc([N+](=O)[O-])cc1)C(=O)Nc1ccccc1O	-20%	.	.	-10
Fc1ccccc1-c1ccc(/C=N/Nc2nc3ccccc3[nH]2)o1	-11%	.	.	32
COc1cccc(-c2nc(NCC3CCCO3)c3ccccc3n2)c1O (stereo not given)	-2%	2	-8%	28
CC(=O)CC1(O)C(=O)N(CN2CCN(c3ccccc3)CC2)c2ccccc21 (stereo not given)	0%	4	1%	-11
CCN(CC)C(=O)CSc1nnc(-c2cc(OC)cc(OC)c2)o1	22%	8	3%[2.29 µM]	?
O=C1c2ccccc2C(=O)c2c1ccc1c(=O)n(-c3ccccc3)[nH]c21	1%	.	.	?
COc1cc(C2C=C(Nc3ccccc3)C(=O)N2c2ccccc2)ccc1O (stereo not given)	-14%	-7	.	?
COc1ccccc1NC(=O)CSc1nc2nc(C)cc(C)c2c(=O)[nH]1	2%	10	-4%	-9
O=C(/C=C/c1ccccc1)NC(NC(=S)Nc1cc(Cl)ccc1Cl)C(Cl)(Cl)Cl (stereo not given)	1%	4	-22%	-14
CCCCN(C)CCCNC(=O)c1ccc(N2CCCC2=O)cc1	4%	7	3%	36
COc1cc(OC)cc(C(=O)N[C@H](C(=O)OCc2cc(=O)oc3cc(C)ccc23)C(C)C)c1	0%	.	.	66
CC(C)CCn1c(O)c(N=NC(=O)c2ccco2)c2ccccc21	-2%	.	.	-10
COc1ccccc1C(=O)Nc1cc(Cl)ccc1O	-2%	0	-9%	20
CCCc1[nH]n(-c2ccc([N+](=O)[O-])cc2)c(=O)c1C=NCCc1c[nH]c2ccccc12	15%	18	7%	16
Cc1cc(OCC(O)CN2CCN(CCO)CC2)ccc1C(C)C (stereo not given)	3%	-5	20%	19
CC1CCCC(C)N1C(=O)Cc1ccccc1 (stereo not given)	8%	9	2%	-2
CC1(C)CC(C)(O)N(Cc2ccccc2)C(=S)N1 (stereo not given)	-8%	0	.	-29
COCCNC(=O)C1CC(=O)N(C2CCCC2)C1 (stereo not given)	-2%	-6	2%	71
Cc1cc(C)cc(CSc2nnc(C)c(=O)[nH]2)c1	5%	-7	-3%	2
COc1ccc(N/C(C)=C2/C(=O)C(=O)N(CCO)C2c2ccc(Br)cc2)cc1 (stereo not given)	-6%	4	-7%	37
O=C(/C=C/Nc1ccccc1C(=O)O)c1cccs1	-2%	-3	.	?
COc1ccc(CCn2c(C)cc(C(=O)CSc3nnnn3-c3ccccc3)c2C)cc1OC	4%	1	-7%	3
COC(=O)CSc1nnc([C@H](CC(C)C)NC(=O)OC(C)(C)C)o1	-1%	-2	-1%	2
Cc1ccccc1-c1nc(S(=O)(=O)c2ccc(Br)cc2)c(NCc2cccnc2)o1	-9%	2	24%	42
CCOC(=O)c1c(CN2CCOCC2)n(-c2ccccc2)c2cc(Br)c(O)cc12	2%	23	16%	39
CCOC(=O)c1c(-c2ccccc2)csc1NC(=S)NC(=O)c1ccccc1	?	0[1.84 µM]	-21%[11.4 µM]	?
CN(Cc1ccccc1)C(=O)Cn1cccc1C(=O)c1ccccc1	6%	0	-4%	-1
COc1ccc(-c2nnc(SCCOc3cccc(C)c3)n2N)cc1	2%	10	-3%	6
CCCCNC(=O)Nc1cc(C)on1	3%	-5	6%	?
Cc1noc(C)c1COC(=O)c1ccc(-c2nc3ccccc3s2)s1	1%	-4	4%	2
Cc1ccc(-n2c(=S)[nH]c3c(oc4ccccc43)c2=O)cc1C	-12%	?	.	69
COc1cccc(C(=O)N/N=c2\sc3ccccc3n2C)c1	2%	.	.	12

# 3 entries from above, arranged by their value in IMPase cell inh, high to low.
structure	IMPase cell inh
CN(Cc1ccccc1)C(=O)Cn1cccc1C(=O)c1ccccc1	0
Cc1noc(C)c1COC(=O)c1ccc(-c2nc3ccccc3s2)s1	-4
CCCCNC(=O)Nc1cc(C)on1	-5

# Screening results from PubChem BioAssay.
